Source: PubChem BioAssay (several laboratories)
SDO1 yeast rescue – restores growth of sdo1-depleted yeast; S. cerevisiae sdo1-depleted JHY4D growth rescue, OD600 30 h; active compounds read high; pdr5 snq2 efflux-pump mutant strain; z-score at 10 µM; hit rate 0.21% among 140,000;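 active = z-score above 3 at both the 24 hr and the 30 hr optical density reads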;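 note: z-score against mean and SD of all compound wells on the same plate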
INS promoter inh – TRM-6 insulin promoter activity inhibition | hit rate 0.9% among 130,000 | TRM-6 cells (human fetal islet line), insulin promoter-eGFP reporter, imaging; reporter expression induced with tamoxifen | inhibition, % at 2 µM | AID 1273;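 active = inhibition above the mean plus 3 SD, with well images judged a real hit on visual review, cut at about 60% in these data, passing the limit was not always enough; inconclusive = inhibition over the cutoff but images rejected on review; inactive = inhibition not above the cutoff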
SDO1 yeast rescue Rescue 24 h – also measured in SDO1 yeast rescue; calls as there; z-score; S. cerevisiae sdo1-depleted JHY4D growth rescue, OD600; measured here: growth rescue at 24 h;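 0 is the plate mean of compound wells and units are plate SD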
* hit, by the source's call; ? = inconclusive; . = no result given; & = joins results of further samples; [ ] = dose if it differs, or a comment.

SDO1 yeast rescue	SMILES	SDO1 yeast rescue Rescue 24 h	INS promoter inh
-0.58	CC(=O)c1c(N2CCN(Cc3ccccc3)CC2)nc(=S)n(Cc2ccccc2)c1C	-1.2	-21.1
-0.61	COCCn1c(C)cc(C(=O)COC(=O)c2ccc(N3CCCC3=O)cc2)c1C	2.91	-29.7
-1.24	COc1ccccc1-c1cc(C(=O)Nc2cc(C)nn2-c2ccccc2)no1	0.71	-48.6
-0.97	Cc1cc(=O)oc2cc3c(cc12)OCCO3	-1.13	-28.1
-0.42	CCn1c(SCC(=O)N2c3ccccc3CCc3ccccc32)nnc1-c1ccc(OC)cc1	-0.34	-34.7
-1.05	CC1Cc2ccccc2N1C(=O)Cn1cnc2ccccc2c1=O (stereo not drawn)	0.02	-23.1
0.79	CCN(CC)CCOC(=O)c1cccc(Br)c1	-0.27	33.3
0.08&2.53	COc1ccc(CN2CCn3ncc(C(=O)Nc4ccccc4)c3C2=O)cc1	0.33&1.95	-24.4
0.54	COc1ccc(OCCN2C(=O)NC3(CCc4ccccc4C3)C2=O)cc1 (stereo not drawn)	0.38	.
3.97*	O=C(CC12CC3CC(CC(C3)C1)C2)NCC(=O)N1CCCC1	4.03*	-313.9
0.98	CCOC(=O)c1sc2nc(N3CCOCC3)c3c(c2c1N)CC(C)(C)N(C)C3	0.16	-31.8
-0.39	CCOC(=O)c1c(C)c(C(=O)N2CCN(c3cccc(Cl)c3)CC2)c(C)n1C	-0.24	.
1.43	Cn1cc(C=O)c2cc(S(=O)(=O)N3CCOCC3)ccc21	1.02	50.0
1.49	NS(=O)(=O)c1ccc(Cc2ncc(C(F)(F)F)cc2Cl)s1	1.17	0.0
-0.72	CN(C)/C=C(/C(=O)c1ccc(Cl)cc1Cl)S(=O)(=O)c1ccc(Cl)cc1	-0.91	16.1
-0.29	Cc1ccc(Oc2ncc(CN3CCOCC3)s2)cc1	-0.93	-32.0
-1.46	COC(=O)c1ccc(N2CCN(S(=O)(=O)c3ccc(C)cc3)CC2)c([N+](=O)[O-])c1	-0.37	.
-0.93	CN(C)c1ccnc(-n2cccc2/C=N/OCc2ccc(F)cc2Cl)c1C#N	-0.37	-32.3
1.04	O=C(O)C1CCCN1S(=O)(=O)c1ccc2ccccc2c1 (stereo not drawn)	0.15	.
-0.78	O=C(Nc1nnc(CCN2CCOCC2)s1)c1ccccc1	-1.5	-9.4
0.13	CCOC(=O)c1c(C)nc2ccccc2c1C	0.08	14.3
.	CN1CC(=O)N(CC(=O)Nc2cccc(S(=O)(=O)N3CCOCC3)c2)C1=O	.	?
.	CS(=O)(=O)N1CCc2cc(C(=O)N3CCCC3)ccc21	.	-33.3
1.12	CCN(CC)c1ccc(CNc2ccc(Br)cn2)cc1	1.16	8.3
-0.6	COC(=O)COn1c(SC(C)C)nc2ccccc2c1=O	-0.92	-6.9
.	CCN(CC)CC(=O)Nc1cccc2c1C(=O)c1ccccc1C2=O	.	14.3
0.62	COCc1cc(C)n(CC(=O)Nc2ccccc2C(=O)OC)c(=O)c1C#N	1.37	12.1
1.31	Cc1ccc2nc(SC(C)C(=O)NCc3ccco3)[nH]c2c1 (stereo not drawn)	2.47	29.7
-0.93	CCN(CCCNC(=O)COc1cc(=O)n(C)c2ccccc12)c1cccc(C)c1	-0.39	.
-0.08	CCCCOC(=O)NC1CCS(=O)(=O)C1 (stereo not drawn)	-0.38	35.7
0.26	Cc1onc(-c2ccccc2)c1C(=O)N1CCN(CCc2ccccc2)CC1	0.3	-50.0
-0.08	C/C(CC1CC(COCC(C)C)OC1=O)=N\NC(N)=S (stereo not drawn)	-0.46	21.4
-1.43	C#CCn1c(S(=O)(=O)Cc2ccccc2Cl)nc(-c2ccccc2)c1-c1ccccc1	-0.7	-3.1
0.7	Clc1cccc(/C=N/Nc2ncnc3ccccc23)c1	0.1	.
-2.01	COc1cc(/C=N/NC(=O)COc2ccccc2C)ccc1OC(=O)c1cccs1	-1.15	.
-0.6	COc1cc2c(cc1OC)C1(Nc3c-2c(-c2ccccc2)nn3-c2ccccc2)C(=O)Nc2ccccc21 (stereo not drawn)	0.17	-22.2
.	COc1ccc(N2CCN(CC(=O)NCc3ccccc3)CC2)cc1	.	20.0
.	Cc1cc(C)c(S(=O)(=O)NCC(CCC(=O)O)C(F)(F)F)c(C)c1 (stereo not drawn)	.	0.0
0.5	CCN(CC)S(=O)(=O)c1cccc(NC(=O)/C=C/c2cccc([N+](=O)[O-])c2)c1	1.27	.
0.49	CCn1c(SCC(=O)N/N=C/C=C/c2ccco2)nc2ccccc21	0.96	.

Record cards, as listed above.
COc1ccc(N2CCN(CC(=O)NCc3ccccc3)CC2)cc1 is listed as SDO1 yeast rescue: .; SDO1 yeast rescue Rescue 24 h: .; INS promoter inh: 20.0
CCn1c(SCC(=O)N/N=C/C=C/c2ccco2)nc2ccccc21 is listed as SDO1 yeast rescue: 0.49; SDO1 yeast rescue Rescue 24 h: 0.96; INS promoter inh: .

The list goes on:
SDO1 yeast rescue	SMILES	SDO1 yeast rescue Rescue 24 h	INS promoter inh
0.16	CCOC(=O)C1CCCN(c2nnnn2-c2ccccc2)C1 (stereo not drawn)	0.25	.
0.32	O=C(CCS(=O)(=O)c1cccc2nsnc12)N1CCN(Cc2ccc3c(c2)OCO3)CC1	0.08	5.3
-0.03[10.9 µM]	CN(C)c1ccc(NC(=O)c2cccc(N3C(=O)C4C5C=CC(C5)C4C3=O)c2)cc1 (stereo not drawn)	-0.33	.
-1.05	CCC(CC)C(=O)Nc1cccc(C(=O)c2ccccc2)c1	-1	-51.7
-1.08	O=C(CCS(=O)(=O)c1ccc(Cl)cc1)NCCN1C(=O)S/C(=C\c2ccccc2F)C1=O	-1.08	.
0.26	COc1cccc(OCc2cc(C3Nc4ccccc4C(=O)N3Cc3ccco3)ccc2OC)c1 (stereo not drawn)	1.04	67.6
1.28	CCn1c(N)nc2ccccc21	1.36	23.1
0.96	CCOC(=O)C1CCCN(Cc2ccc(OCC)cc2)C1 (stereo not drawn)	0.88	-64.3
1.13	Cc1ccccc1NC(=O)CNc1ccccc1C(=O)NCc1ccco1	1.81	30.4
0.5	NC(=O)c1ccccc1NC(=O)CCc1ccccc1	0.23	-18.5
0.02	CCN1CC=C2C(C#N)=C(N)C(C#N)(C#N)C(CCc3ccccc3)C2C1 (stereo not drawn)	-0.37	-84.6
0.34	O=C(O)c1ccccc1NN=C1CCCCC1	0.06	-10.0
-2.24	Cc1ccc(C(=O)c2cc(C)sc2NC(=O)CN2CCN(C(=O)c3ccco3)CC2)cc1	-1.47	27.3
-0.94	CCN(CC)S(=O)(=O)c1ccc(N2CCOCC2)c(NC(=O)Cc2cccc3ccccc23)c1	0.18	-61.5
.	CCN1CCN(C(=O)NC2CC(=O)N(c3ccc(OC)cc3)C2)CC1 (stereo not drawn)	.	58.3
0.11	COc1ccccc1NC(=S)Nc1cccc(F)c1	-0.3	.
0.38	C/C(CC(=O)Nc1cccc(Cl)c1)=N\NC(=O)Cc1ccc(Cl)cc1	0.26	.
0.27	COCCOc1nc2c(c(=O)n(C)c(=O)n2C)n1Cc1cccc(OC)c1	0.35	-37.9
1.03	Cc1ccc(N(CC(N)=O)C2SC(=O)N(C)C2=O)cc1 (stereo not drawn)	0.82	-88.9
-0.13	CCN(CC)c1ccc(C2=NNC(=O)CC2C)cc1[N+](=O)[O-] (stereo not drawn)	-0.26	-4.2
1.36	CN1CCN(S(=O)(=O)c2ccc3ccccc3c2)CC1	2.01	.
-0.48	O=C(c1cccc(Cl)c1)N1CCC(=O)N(C(COCc2ccccc2)Cc2ccccc2)CC1 (stereo not drawn)	-0.44	-15.0
-0.77	CC(CCc1ccccc1)NC(=O)CSc1nnnn1C (stereo not drawn)	-0.89	-54.5
.	C[C@H](NC(N)=O)C(=O)OCC(=O)NCc1cccs1	.	5.9
-0.12	CC1CCC(NC(=O)C2CCN(C(=O)NC3CCCCC3)CC2)CC1 (stereo not drawn)	-0.85	.
0.24	O=C(NC1CCCC1)c1ccc(COCC(F)(F)C(F)F)o1	0.06	-38.5
-1.4	COC(=O)Cn1c(=O)n(CCc2ccccc2)c(=O)c2c3c(sc21)CCCC3	-0.66	6.7
.	Cc1c(NS(=O)(=O)c2ccc(Cl)c(C(=O)OC(C)C(=O)NCc3ccco3)c2)c(=O)n(-c2ccccc2)n1C (stereo not drawn)	.	-40.0
0.02	O=S(=O)(Nc1cccc(-c2cn3cccnc3n2)c1)c1ccc(Cl)cc1	-0.07	.
0.98	CC(=O)Nc1ccc(S(=O)(=O)NCC(=O)OCc2cc(=O)oc3ccc4ccccc4c23)cc1	0.31	13.5
0.59	C=CCN1C(=O)C2(C(C(=O)c3ccc(C)o3)=C(O)C(=O)N2CCCN2CCOCC2)c2ccccc21 (stereo not drawn)	0.04	.
-0.36	CC(=O)OC[C@]1(OC(C)=O)C[C@@]23CC[C@H]4[C@@](C)(CCC[C@@]4(C)C(=O)O)[C@@H]2CC[C@@H]1C3	-0.29	4.8
-0.6	Cc1ccc(CN(C(=O)Cn2nnc3ccccc32)C(C(=O)NCc2ccco2)c2cccs2)cc1 (stereo not drawn)	-0.04	-9.1
0.53	Cc1ccc(-n2c(SCC(=O)N3CC(=O)Nc4ccccc43)nc3ccccc3c2=O)cc1C	0.51	18.4
-0.48	Cc1csc(NC(=O)C2C3C=CC(C3)C2C(=O)O)n1 (stereo not drawn)	-1.42	-8.7
0.94	CCC(C)Sc1nc(O)cc(=O)[nH]1 (stereo not drawn)	0.7	7.7
-0.32	O=C(COC(=O)c1ccco1)Nc1ccc(Br)cc1	-0.48	-27.3
.	Cc1ccc(NC(=O)CS(=O)CC(=O)N(C(C)C(=O)NC2CCCCC2)C(C)(C)C)cc1 (stereo not drawn)	.	-33.3
-1.29	COc1ccc(OC)c(NC(=O)NCc2ccc(F)cc2)c1	-1.72	53.4
-0.04	Cc1ccc2c(c1)C1(SCCS1)C(=O)N2	-0.03	8.6
.	Cc1cc(C)nc(NS(=O)(=O)c2ccc(NC(=O)CN3C(=O)C4CC=CCC4C3=O)cc2)n1 (stereo not drawn)	.	-11.1
-1.17	COc1ccc(-c2noc(C3CCCN(S(=O)(=O)c4cccc(Cl)c4)C3)n2)cc1OC (stereo not drawn)	-0.41	.
-1.74	COC(=O)C1=C(C)N(c2cccc(Cl)c2)C(=O)C1	-1.56	-12.5
-0.5	O=S(=O)(c1cnc[nH]1)N1CCc2ccccc21	-0.67	.
1.12	COc1ccc(NC(=O)C2CCCN(S(=O)(=O)c3cccc4nonc34)C2)c(OC)c1 (stereo not drawn)	0.22	-25.0
1.28	CCOc1ccc(OCC)c(S(=O)(=O)NCc2cccnc2)c1	1.31	5.4
0.05	O=C(c1nsnc1-c1ccccc1O)N1CCCCC1	-0.04	38.9
-1.99	Cc1ccc(/C=N/n2c(COc3ccccc3)n[nH]c2=S)s1	-1.57	-9.7
.	CCN(CC)C(=O)c1ccccc1NC(=O)c1ccccc1C	.	-43.8
-0.94	COc1ccc(OCc2nc(C#N)c(N3CCN(c4ccc(OC)cc4)CC3)o2)cc1	-0.84	.
0.28	O=C1CC(NCCN2CCOCC2)C(=O)N1Cc1ccc(N2CCCC2=O)cc1 (stereo not drawn)	-0.78	-84.6
0.55	COc1ccc(NC(=O)C2CCN(S(=O)(=O)c3ccc(C)cc3)CC2)cc1OC	0.6	-43.8
-0.37	O=C(c1ccccc1)c1ncc(C(F)(F)F)cc1Cl	-1.11	29.6
-0.54	CC(=O)Nc1ccc(Nc2c3c4c(cccc4n(C)c2=O)C(=O)c2ccccc2-3)cc1	-0.52	-75.0
-0.35	CCOC(=O)c1sc(NC(=O)CSc2nc3c(c(=O)n2-c2ccccc2)SCC3)c(C(=O)OCC)c1C	-0.02	-36.6
-0.07	Cc1noc(C)c1CSc1nnc2ccc3ccccc3n12	-0.36	-52.0
-0.7	COc1ccc(C(=O)Nn2cnnc2)cc1	-1.09	.
1.31	C=CCN1C(=O)C2C(C(=O)NCc3ccccc3)C3(C)C=CC2(O3)C1C(=O)NC(C)(C)C (stereo not drawn)	0.65	25.0
1.16	Cc1cc(C)cc(-n2nnnc2-c2cn(C)nc2C(F)(F)F)c1	-0.14	-132.3
-2.36	CCn1c(SCCC(C)C)nnc1-c1c[nH]c2ccccc12	-1.44	.

Five structures already listed, sorted by length of the SMILES, lowest first:
SDO1 yeast rescue	SMILES	SDO1 yeast rescue Rescue 24 h	INS promoter inh
-0.07	Cc1noc(C)c1CSc1nnc2ccc3ccccc3n12	-0.36	-52.0
-0.37	O=C(c1ccccc1)c1ncc(C(F)(F)F)cc1Cl	-1.11	29.6
-2.36	CCn1c(SCCC(C)C)nnc1-c1c[nH]c2ccccc12	-1.44	.
-1.99	Cc1ccc(/C=N/n2c(COc3ccccc3)n[nH]c2=S)s1	-1.57	-9.7
0.28	O=C1CC(NCCN2CCOCC2)C(=O)N1Cc1ccc(N2CCCC2=O)cc1 (stereo not drawn)	-0.78	-84.6

Further records follow:
SDO1 yeast rescue	SMILES	SDO1 yeast rescue Rescue 24 h	INS promoter inh
-0.94	Cc1ccc(Sc2ccc(C(=O)NC(C)C)cc2[N+](=O)[O-])cc1	-0.38	11.1
-0.98	O=C(Nc1nc(-c2ccc(F)c(F)c2)cs1)c1cc([N+](=O)[O-])ccc1N1CCOCC1	-0.26	.
0.26	COC(=O)c1c(N)nc(C)n1-c1ccc(OC)cc1	-0.23	.
-0.42	C/C(=C\c1ccccc1)C(=O)Nc1nc2ccc([N+](=O)[O-])cc2s1	-0.35	25.9
.	Fc1ccc(/C=N/Nc2nnnn2-c2ccccc2)cc1	.	-44.4
-1.4	CCN(CC)c1ccc(NC(=O)CN2CCN(c3nc(C)cc(C)n3)CC2)cc1	-0.71	.
